High-throughput results: PubChem, Johns Hopkins Ion Channel Center
TRPC4 agonist: activators of mouse TRPC4 channel; HEK293 TRPC4beta/mu-opioid, Fluo4 calcium fluorescence; stronger effect = higher value; Q9QUQ5; 310,000 compounds, 0.49% hits; B-score at 10 µM;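 active means B-score above 5 SD of library B-scores, and initial fluorescence ratio not above library mean plus 5 SD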;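 further: positive B-score marks a calcium rise read as TRPC4 activation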
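System: HEK293 cells stably co-expressing mouse TRPC4beta and mu-opioid receptor; Schedule: Fluo4 dye loading 45 min at room temperature, 110 s recording; Detection: Fluo4 fluorescence, kinetic; Evaluation: B-scored integrated calcium fluorescence ratio; Controls: buffer (low) and maximal DAMGO (high).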
TMEM16A inh: mouse TMEM16A channel inhibition, primary screen; Q8BHY3; HEK293 TMEM16A/YFP iodide influx fluorescence, ionomycin; normalized B-score (activity score, 25-100; higher = stronger inhibition) at 10 µM; 310,000 compounds, 1.2% hits;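 active means ratio plate-corrected score three or more library SD toward inhibition, starting fluorescence score within five deviations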;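 further: score derived from kinetic fluorescence span divided by baseline fluorescence per well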
TRPC6 activator: activates the mouse TRPC6 cation channel; Q61143; HEK293-TRPC6 membrane potential dye fluorescence; stronger effect = higher value; B-score at 10 µM; 310,000 compounds, 0.13% hits; AID 2550;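 active means B-score of the integrated fluorescence ratio above library mean plus 3 SD, and starting fluorescence ratio within library mean plus 5 SD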;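 further: higher score means more depolarization so channel activation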
TRPC6 inh: mouse TRPC6 channel inhibition | Q61143 | HEK293-TRPC6, membrane potential dye, ACh-evoked depolarization; stronger effect = lower value | B-score at 10 µM | 310,000 compounds, 1.1% hits;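 active means B-score under library mean minus 3 SD, initial fluorescence not abnormally high, positive integrated signal ratio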;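 further: B-score derived from integrated fluorescence ratio over the kinetic read; more negative B-score means stronger inhibition of depolarization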
RGS4 inh: inhibitors of human RGS4 | P49798 | 310,000 compounds, 0.45% hits | B-score at 10 µM | AID 463165 | HEK293 M3R/RGS4 inducible, Fluo-4 calcium flux; stronger effect = higher value; triggered by carbachol at its EC20;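 active means B-score, a plate-corrected calcium signal, over three deviations above library mean, with baseline fluorescence within five deviations of library mean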;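 further: RGS4 expression induced by doxycycline in cells with stable M3 receptor; B-score is computed from the integrated fluorescence ratio over baseline after carbachol; higher B-score means a larger calcium signal and so more RGS4 inhibition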
Target sequence (P49798 whole entry, looked up): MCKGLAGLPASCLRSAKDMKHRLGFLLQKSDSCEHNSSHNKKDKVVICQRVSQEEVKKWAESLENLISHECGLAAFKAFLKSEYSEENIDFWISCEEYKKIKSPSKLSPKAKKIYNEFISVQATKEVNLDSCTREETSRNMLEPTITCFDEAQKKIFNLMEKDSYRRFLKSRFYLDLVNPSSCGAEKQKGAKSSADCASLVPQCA
ANO1 activ: activators or potentiators of mouse TMEM16A chloride channel. HEK293 TMEM16A/YFP-H148Q/I152L, iodide quench fluorescence; stronger effect = lower value. 340,000 compounds, 0.3% hits. Q8BHY3. B-score at 10 µM;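 active means fluorescence-ratio B-score plate-corrected deviation score at least 3 library SD below zero, with starting fluorescence score within 5 deviations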;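 further: channel opened by trigger with iodide after compound preincubation; score built on the fluorescence ratio of max minus min over baseline; more negative score means more quench and so TMEM16A activation or potentiation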
TRPC4 inh: blocks the mouse TRPC4 cation channel; B-score at 10 µM; 300,000 compounds, 0.39% hits; AID 2247; Q9QUQ5; HEK293 TRPC4beta/mu-opioid, DAMGO-evoked Fluo4 calcium flux; stronger effect = lower value;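 active means B-score over 3 SD under the library average, no early fluorescence shift, positive overall ratio signal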
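Test system – stable TRPC4beta/mu-opioid receptor HEK293 cells · Probe or stimulus – DAMGO, a submaximal dose followed by a maximal one · Dosing – one concentration per compound · Signal – Fluo4 calcium fluorescence by kinetic imaging, 5 s 1 Hz baseline · Evaluation – per-well B score of integrated baseline-normalized Fluo4 ratio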
TRPC4 potent: allosterically enhances the mouse TRPC4 cation channel | AID 2227 | 310,000 compounds, 0.42% hits | B-score at 10 µM | Q9QUQ5 | HEK293 TRPC4beta/mu-opioid, DAMGO EC20, Fluo-4 Ca2+ flux; stronger effect = higher value;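 active means B-score of calcium response area above 5 SD of library B-scores, with initial fluorescence ratio within 5 SD of library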;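 further: B-score of integrated fluorescence ratio over time as area under calcium response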
MrgX1 antagonist: blocks BAM8-22 activation of human MrgX1 receptor | Q96LB2 | MRGX1-HEK293 calcium flux, Fluo-4, BAM8-22 antagonism; stronger effect = lower value | AID 588676 | 310,000 compounds, 1.3% hits | B-score at 10 µM;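 active means calcium-response B-score plate-corrected more than 3 library SD below zero, starting fluorescence within 5 deviations, no agonist response on first addition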;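 further: peak minus trough fluorescence over baseline after final BAM8-22 challenge near maximal dose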
Target sequence (Q96LB2 whole entry, looked up): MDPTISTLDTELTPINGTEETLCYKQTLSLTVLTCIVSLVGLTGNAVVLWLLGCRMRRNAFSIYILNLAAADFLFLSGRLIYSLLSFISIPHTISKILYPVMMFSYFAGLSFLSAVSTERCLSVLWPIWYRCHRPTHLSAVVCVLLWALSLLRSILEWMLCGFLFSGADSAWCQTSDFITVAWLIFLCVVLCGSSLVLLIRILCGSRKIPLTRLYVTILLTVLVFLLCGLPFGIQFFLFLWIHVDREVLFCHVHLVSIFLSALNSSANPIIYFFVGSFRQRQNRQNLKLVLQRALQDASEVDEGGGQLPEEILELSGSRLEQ
MrgX1 PAM: allosterically activates human MrgX1 receptor signaling; Q96LB2; 310,000 compounds, 0.63% hits; B-score at 10 µM; MrgX1-HEK293, Fluo-4 calcium flux, FDSS; stronger effect = higher value;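 active means plate-corrected calcium response at least 3 library SD above typical, normal starting fluorescence, not activating the receptor alone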;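 further: compound read alongside a low EC10 to EC30 dose of BAM8-22 agonist; peak minus trough fluorescence over baseline measured at the second addition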
MrgX1 agonist: agonists of human MrgX1 receptor; Q96LB2; AID 588627; 310,000 compounds, 0.44% hits; B-score at 10 µM; MrgX1-HEK293 cells, Fluo-4 calcium fluorescence, agonist mode; stronger effect = higher value;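 active means calcium response B-score plate-corrected fluorescence ratio at least 3 library SD, with starting fluorescence B-score inside 5 SD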
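System: HEK293 cells stably expressing human MrgX1 receptor; Dosing: test compound in the initial addition of three; Schedule: overnight plating, then 30 min 37 °C plus 30 min room-temperature dye loading; Detection: kinetic calcium dye fluorescence, Fluo-4 NW; Controls: per-plate positive and negative controls for Z′ factor.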
* = called active by the depositor; i = inactive; . = not tested or not shown.

SMILES	TRPC4 agonist	TMEM16A inh	TRPC6 activator	TRPC6 inh	RGS4 inh	ANO1 activ	TRPC4 inh	TRPC4 potent	MrgX1 antagonist	MrgX1 PAM	MrgX1 agonist
COc1ccccc1N/C=C/C(=C(C#N)C#N)N(C)C	i	i	i	i	i	i	i	i	i	i	i
COc1ccccc1-c1nnc2sc(COc3ccc(F)cc3)nn12	i	i	i	i	i	i	i	i	i	i	i
O=C(Cc1cccs1)NNC(=S)NC(=O)c1ccco1	i	i	i	i	i	i	i	i	i	i	i
CC(OC(=O)c1ccc(S(=O)(=O)NCc2ccco2)cc1)C(=O)Nc1ncc(Cl)cc1Cl (configuration not stated)	i	i	i	i	i	i	i	i	i	i	i
Cc1occc1C(=O)N1CCN(S(=O)(=O)c2ccccc2)CC1	i	i	i	i	i	i	i	i	i	i	i
O=C(NCCCn1ccnc1)c1ccccc1Cl	i	i	i	i	i	i	i	i	i	i	i
CCO[C@@H]1OC(C(=O)NC2CC2)=C[C@H](c2csc3ccccc23)[C@H]1CCCO	i	i	i	i	i	i	i	i	i	i	i
COc1ccc(C(C(=O)NC(C)(C)C)N(C(=O)CNC(=O)c2cccs2)c2ccc(NC(C)=O)cc2)cc1OC (configuration not stated)	i	i	i	i	i	i	i	i	i	i	i
COc1ccccc1NC(=O)CCNS(=O)(=O)c1ccc2c(c1)CCN2C(C)=O	i	i	i	i	i	i	i	i	i	i	i
COc1cccc(NC(=O)C(=O)NCCC2CCCCN2S(=O)(=O)c2cccs2)c1 (configuration not stated)	i	i	i	i	i	i	i	i	i	i	i
COc1ccc(-c2c(C#N)c(N)nc(Sc3ccc(Cl)cc3)c2C#N)cc1	i	i	i	i	i	i	i	i	i	i	i
COc1ccc(C(=O)CC(=O)C(=O)Nc2ccc([N+](=O)[O-])cc2C)cc1	i	i	i	i	i	i	i	i	i	i	i
Cn1c(=O)[nH]c(=O)c2c1nc(CN1CCN(Cc3ccccc3)CC1)n2CC(N)=O	i	i	i	i	i	i	i	i	i	i	i
Cc1c(Cl)cccc1NC(=O)NNC(=O)CCc1ccccc1	i	i	i	i	i	i	i	i	i	i	i
NC(=O)c1oc2ccccc2c1NC(=O)c1ccco1	.	i	.	.	.	i	.	.	i	i	i
CN1CCc2c(OCC(=O)N3CCC(Cc4ccccc4)CC3)cccc2C1=O	i	i	i	i	i	i	i	i	i	9.8*	i
COc1ccc(CNC(C)(C)C)cc1Cl	i	i	i	i	i	i	i	i	i	i	i
c1nc(N2CCCC2)c2[nH]cnc2n1	i	i	i	i	i	i	i	i	i	i	i
COc1cccc(C2=CC(c3ccc(OC)c(OC)c3OC)n3nnnc3N2)c1 (configuration not stated)	i	i	i	i	i	i	i	i	i	i	i
Cc1ccc2c(Cl)c(C(=O)Nc3nn[nH]n3)sc2c1	i	i	i	i	i	i	i	i	i	i	i
C=CCNc1nc(Nc2ccc(-c3nc4ccccc4o3)cc2)nc(N2CCOCC2)n1	i	i	i	i	i	i	i	i	i	i	i
O=C(NNC(=S)NC(=O)c1ccccc1[N+](=O)[O-])c1ccccc1	i	i	i	i	i	i	i	i	i	i	i
COC(=O)c1ccccc1S(=O)(=O)N1CCCC(c2nc3c(nnn3Cc3ccc(C)cc3)c(=O)[nH]2)C1 (configuration not stated)	i	i	i	i	i	i	i	i	i	i	i
CCc1ccc(OC(C)C(=O)Nc2ccc(S(=O)(=O)Nc3nccs3)cc2)cc1 (configuration not stated)	i	i	i	i	i	i	i	12*	-6.5*	i	i
CC(=O)c1ccc(C(=O)Nc2ccc(N3CCOCC3)cc2)cc1	i	i	i	i	i	i	i	i	i	i	i
O=C(NC1CC(=O)N(c2ccc3c(c2)OCCO3)C1)N1CCC(O)CC1 (configuration not stated)	i	i	i	i	i	i	i	i	i	i	i
COc1ccc(/C=N/NC(=S)Nc2ccccc2)cc1COc1ccc(Br)cc1	i	i	i	i	i	i	i	i	i	i	i
O=C1N/C(=N\N=C\c2cccs2)SC1Cc1ccc(Cl)cc1Cl (configuration not stated)	i	i	i	i	i	i	i	i	i	i	i
CCOC(=O)c1cc2sccc2n1CC(=O)N1CCCc2ccccc21	i	i	i	i	i	i	i	i	i	i	i
CCOc1ccc(C2CC(c3cccc(Cl)c3)n3nc(N)nc3N2)cc1 (configuration not stated)	i	i	i	i	i	i	i	i	i	i	i
Cc1ccc2c(c1)N(C(=O)CCC(=O)N1CCN(c3ccccc3)CC1)CCO2	i	i	i	i	i	i	i	i	i	i	i
COc1ccc(/C=C/C(=O)C2(O)CCCCC2)cc1	i	i	i	i	i	i	i	i	i	i	i
CCc1cccc(NC(=O)C2CCCN2S(=O)(=O)c2ccc3c(c2)CC(C)N3C(C)=O)c1 (configuration not stated)	i	i	i	i	i	i	i	i	i	i	i
COc1ccc(N(CC2CO2)S(=O)(=O)c2ccc(C)cc2)cc1 (configuration not stated)	i	i	i	i	i	i	i	i	i	i	i
CSCCC(NS(=O)(=O)c1ccc(Cl)cc1)C(=O)OCC(=O)NC1CC1 (configuration not stated)	i	i	i	i	i	i	i	i	i	i	i
O=C(Nc1ccccc1)C1CCN(c2nccs2)CC1	i	i	i	i	i	i	i	i	i	i	i
CCCn1c(C(O)c2ccc(OCC)cc2)nc2ccccc21 (configuration not stated)	i	i	i	i	i	i	i	i	i	i	i
O=C(O)CONC(=O)c1cc(OCC(F)(F)F)ccc1OCC(F)(F)F	i	i	i	i	i	i	i	i	i	i	i
CCc1ccc(-c2ccc(C(=O)C(F)(F)F)[nH]2)cc1	i	i	i	i	i	i	i	i	i	i	i
CN(C)S(=O)(=O)c1ccc(C(=O)/C=C/c2cccnc2)cc1	i	i	i	i	i	i	i	i	i	i	i
COc1cc(OC)cc(C(=O)NCc2cc(C)nc3ccccc23)c1	i	i	i	i	i	i	i	i	i	i	i
C/C(Sc1nnc(Cc2ccccc2)o1)=C(/O)c1ccccc1	i	i	i	i	i	i	i	i	i	i	i
O=C(Cn1cnc2sc(-c3ccccc3)cc2c1=O)NCc1ccco1	.	i	.	.	.	i	.	.	i	i	i
CC(C)(C)C1=C(C#N)C(c2cc3c(cc2Br)OCO3)C(C#N)=C(N)O1 (configuration not stated)	i	i	i	i	i	i	i	i	i	i	i
CCN(C(=S)Nc1ccc(C(C)=O)cc1)C1CCCCC1	i	i	i	i	i	i	i	i	i	i	i
O=C(/C=C/c1ccc(Cl)cc1)Nc1ccc(Br)cn1	i	i	i	i	i	i	i	i	i	i	i
COc1ccc(NS(=O)(=O)c2ccc(Br)cc2)cn1	i	i	i	i	i	i	i	i	i	i	i
O=C(O)c1cnn(-c2ccccc2)c1-n1cccc1	i	i	i	i	i	i	i	i	i	i	i
O=C(CN1C(=O)C2C3C=CC(C3)C2C1=O)NCCc1ccccc1 (configuration not stated)	i	i	i	i	i	i	i	i	i	i	i
O=C1CC2(CCCCCC2)Oc2ccccc21	i	i	i	i	i	i	i	i	i	i	i
COc1ccc(NC(=O)c2ccc3ccccc3c2)cc1	i	i	i	i	i	i	i	i	i	i	i
O=C(C1CCCN1C(=O)c1cccs1)N1CCc2ccccc21 (configuration not stated)	i	i	i	i	i	i	i	i	i	i	i
CC(Sc1ccc2ccccc2n1)C(=O)O (configuration not stated)	i	.	i	i	i	i	i	i	.	.	.
CS(=O)(=O)N(CC(=O)N1CCCC1)c1ccc(Cl)cc1Cl	i	i	i	i	i	i	i	i	i	i	i
COC(=O)Cn1c(C)c(C(C)=O)c(C(C)=O)c1C	i	i	i	i	i	i	i	i	i	i	i
Cc1ccc2c(Cl)cc(Cl)c(OCC(=O)Nc3cccc(S(N)(=O)=O)c3)c2n1	i	i	i	i	i	i	i	i	i	i	i
Cc1cc(C)c(N2C(=NC(=O)CCCC(=O)O)SC3CS(=O)(=O)CC32)c(C)c1 (configuration not stated)	i	i	i	i	i	i	i	i	i	i	i
CCc1nc2ccccc2n1CCc1ccccc1	i	i	i	i	i	i	i	i	i	i	i
CCOc1ccccc1OCC(=O)OCc1csc(CC(=O)Nc2ccccc2C)n1	i	i	i	i	i	i	i	i	i	i	i
O=C(N/N=C/c1ccccc1C(F)(F)F)c1ccc2nc[nH]c2c1	i	i	i	i	i	i	i	i	i	i	i
Next records.
SMILES	TRPC4 agonist	TMEM16A inh	TRPC6 activator	TRPC6 inh	RGS4 inh	ANO1 activ	TRPC4 inh	TRPC4 potent	MrgX1 antagonist	MrgX1 PAM	MrgX1 agonist
COCCN(C(=S)Nc1ccc(C)cc1C)C(C)c1ccco1 (configuration not stated)	i	i	i	i	i	i	i	i	i	i	i
Cc1cc(C)c(NC(=O)Cn2c([N+](=O)[O-])cnc2C)c(C)c1	i	i	i	i	i	i	i	i	i	i	i
Cc1ccc(C(=O)Nc2ccccc2C(=O)N2CCCCCC2)cc1	i	i	i	i	i	i	i	i	i	i	i
CC(=O)NC(=O)NC1OC(=O)C(Cl)=C1Cl (configuration not stated)	i	i	i	i	i	i	i	i	i	i	i
CCOc1cc(N2CCOCC2)c(OCC)cc1NC(=O)Cc1cccc2ccccc12	i	i	i	i	i	i	i	i	i	i	i
CCCCCCCN(C(=O)CCl)c1cccc(C)c1	i	i	i	i	i	i	i	i	i	i	i
c1ccc(CN2CCC(Nc3nc(-c4cccnc4)nc4ccccc34)CC2)cc1	i	i	i	-6.3*	i	i	i	i	i	i	i
OC1(c2cccc(C(F)(F)F)c2)CCN(Cc2nnnn2CCc2ccccc2)CC1	i	i	i	i	i	i	i	i	i	i	i
CCOc1cc(N2CCOCC2)c(OCC)cc1NC(C)C(=O)N1CCN(CC)CC1 (configuration not stated)	i	.	i	i	i	i	i	i	.	.	.
